TcdB inh – TcdB glycohydrolase inhibitors, primary screen, biochemical, single point, plate reader. inhibition, % at 9.99 µM. Toxin B (Clostridioides difficile), P18177. TcdB glycohydrolase enzymatic assay. actives 0.24% (n = 350,000); in the data active = inhibition above about 10%
Target sequence (P18177 whole entry, looked up): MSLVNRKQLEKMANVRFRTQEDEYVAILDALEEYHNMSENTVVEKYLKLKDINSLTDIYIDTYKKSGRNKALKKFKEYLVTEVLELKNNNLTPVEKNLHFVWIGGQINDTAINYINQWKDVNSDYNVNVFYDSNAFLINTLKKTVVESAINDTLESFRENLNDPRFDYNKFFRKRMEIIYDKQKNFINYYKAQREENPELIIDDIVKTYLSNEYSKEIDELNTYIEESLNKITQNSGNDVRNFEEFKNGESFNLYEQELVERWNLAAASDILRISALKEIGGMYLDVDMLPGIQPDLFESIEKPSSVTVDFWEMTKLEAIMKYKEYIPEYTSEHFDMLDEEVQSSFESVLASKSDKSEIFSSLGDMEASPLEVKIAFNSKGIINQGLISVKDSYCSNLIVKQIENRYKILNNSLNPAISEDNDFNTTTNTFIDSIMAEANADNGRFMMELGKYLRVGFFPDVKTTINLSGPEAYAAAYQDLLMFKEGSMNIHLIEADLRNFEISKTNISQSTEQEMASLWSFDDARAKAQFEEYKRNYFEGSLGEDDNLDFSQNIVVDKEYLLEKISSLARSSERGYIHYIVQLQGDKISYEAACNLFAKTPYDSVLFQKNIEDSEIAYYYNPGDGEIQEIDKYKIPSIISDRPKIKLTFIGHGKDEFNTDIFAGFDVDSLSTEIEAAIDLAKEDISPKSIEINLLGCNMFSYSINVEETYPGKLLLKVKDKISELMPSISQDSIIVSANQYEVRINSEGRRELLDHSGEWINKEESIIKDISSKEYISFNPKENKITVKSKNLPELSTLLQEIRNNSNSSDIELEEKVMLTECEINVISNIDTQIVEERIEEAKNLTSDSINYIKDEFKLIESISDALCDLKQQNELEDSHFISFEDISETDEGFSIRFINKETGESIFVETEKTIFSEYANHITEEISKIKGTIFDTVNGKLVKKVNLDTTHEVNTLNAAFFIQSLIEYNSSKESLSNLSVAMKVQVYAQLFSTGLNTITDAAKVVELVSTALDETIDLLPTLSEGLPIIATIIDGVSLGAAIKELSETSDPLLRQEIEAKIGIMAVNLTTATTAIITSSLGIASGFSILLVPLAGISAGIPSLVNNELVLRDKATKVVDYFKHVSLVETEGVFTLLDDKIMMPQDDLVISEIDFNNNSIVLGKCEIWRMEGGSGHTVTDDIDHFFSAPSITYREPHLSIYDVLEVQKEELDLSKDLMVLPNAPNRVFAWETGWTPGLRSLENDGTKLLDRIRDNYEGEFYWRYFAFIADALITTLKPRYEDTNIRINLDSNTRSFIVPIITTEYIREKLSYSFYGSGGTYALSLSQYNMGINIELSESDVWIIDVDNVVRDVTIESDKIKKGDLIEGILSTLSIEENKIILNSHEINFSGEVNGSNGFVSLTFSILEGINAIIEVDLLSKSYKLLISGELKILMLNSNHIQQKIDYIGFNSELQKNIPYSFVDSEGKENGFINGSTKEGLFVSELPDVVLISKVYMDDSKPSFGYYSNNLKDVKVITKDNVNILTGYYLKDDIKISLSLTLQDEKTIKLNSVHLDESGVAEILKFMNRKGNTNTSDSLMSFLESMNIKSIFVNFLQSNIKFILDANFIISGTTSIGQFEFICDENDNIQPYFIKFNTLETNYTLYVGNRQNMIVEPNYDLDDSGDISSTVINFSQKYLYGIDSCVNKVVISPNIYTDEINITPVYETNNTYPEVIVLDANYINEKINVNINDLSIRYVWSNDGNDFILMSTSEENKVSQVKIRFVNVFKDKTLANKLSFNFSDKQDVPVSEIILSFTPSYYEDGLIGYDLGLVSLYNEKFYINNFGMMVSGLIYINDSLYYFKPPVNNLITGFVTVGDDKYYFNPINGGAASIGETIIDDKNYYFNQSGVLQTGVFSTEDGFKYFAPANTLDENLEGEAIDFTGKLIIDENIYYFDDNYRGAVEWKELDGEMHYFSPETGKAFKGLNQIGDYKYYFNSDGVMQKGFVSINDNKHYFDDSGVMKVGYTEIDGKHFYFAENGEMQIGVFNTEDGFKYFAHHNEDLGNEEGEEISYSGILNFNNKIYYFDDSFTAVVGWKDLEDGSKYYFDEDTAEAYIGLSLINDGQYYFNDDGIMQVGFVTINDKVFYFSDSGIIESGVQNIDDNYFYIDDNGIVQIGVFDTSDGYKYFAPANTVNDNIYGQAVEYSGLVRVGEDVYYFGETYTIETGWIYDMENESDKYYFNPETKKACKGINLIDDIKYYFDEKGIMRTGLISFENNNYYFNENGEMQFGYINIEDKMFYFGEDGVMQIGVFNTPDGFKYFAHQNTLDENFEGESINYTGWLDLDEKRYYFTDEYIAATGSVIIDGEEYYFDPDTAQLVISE
An asterisk follows results filed as active; & = joins results of further samples. Only part of the results is shown; count on the stated rates, not on these rows.

smiles | TcdB inh
CS(=O)(=O)N1CCCCN2[C@H](CO)[C@H](c3ccc(C#Cc4ccccn4)cc3)[C@@H]2C1 | 0.0
C[C@@H]1CN([C@@H](C)CO)C(=O)c2cc(NC(=O)Nc3ccc(F)cc3)ccc2O[C@H]1CN(C)Cc1ccc2c(c1)OCO2 | 0.4
N#Cc1cccc(-c2ccc(C3[C@@H]4CN(C(=O)c5ccncc5)C[C@H]3N4)cc2)c1 (some centres undefined) | 0.3&-3.1
CN(C)C(=O)C[C@@H]1CC[C@@H]2[C@@H](COc3ccc(NC(=O)C4CC4)cc3C(=O)N2C)O1 | 0.0
C[C@H](CO)N1C[C@H](C)[C@H](CN(C)CC2CCCC2)Oc2ncc(-c3ccc(F)cc3)cc2C1=O | -3.5
C[C@@H]1CN([C@H](C)CO)C(=O)c2cc(NC(=O)CCC(F)(F)F)ccc2O[C@@H]1CN(C)Cc1ccc(Oc2ccccc2)cc1 | 1.2
CO[C@H]1CN(C)C(=O)c2cc(NC(=O)NC3CCCCC3)ccc2OC[C@H](C)N(CC2CC2)C[C@H]1C | 0.2
CO[C@H]1CN(C)C(=O)c2ccc(NC(=O)c3cccc(F)c3)cc2OC[C@@H](C)N(C)C[C@H]1C | 0.7
C[C@H]1CN([C@@H](C)CO)C(=O)CCCn2cc(nn2)CO[C@@H]1CN(C)Cc1ccc(O)cc1 | 0.6
COc1ccc2c3c([nH]c2c1)[C@H](CO)N(C(C)=O)CC31CCN(Cc2cc(-c3ccccc3)on2)CC1 | -1.0
C[C@@H]1CN([C@@H](C)CO)C(=O)c2cc(-c3ccc(F)cc3)cnc2O[C@H]1CN(C)CC1CCCC1 | -3.4
O=C(C1CCCCC1)N1CC[C@@H]2[C@@H](CO)Nc3ccc(C#Cc4ccc(F)cc4)cc3[C@@H]21 | 0.6
O=C(Cc1cccnc1)N[C@@H]1CC[C@@H](CCn2cc(Cc3ccccc3)nn2)O[C@@H]1CO | -0.5
CCS(=O)(=O)Nc1ccc2c(c1)C(=O)N(C)C[C@@H](OC)[C@@H](C)CN(C)[C@H](C)CO2 | -1.9
C[C@@H]1CCCCO[C@@H](CN(C)Cc2ccccc2)[C@@H](C)CN([C@H](C)CO)C(=O)c2cc(NC(=O)c3ccncc3)ccc2O1 | 1.9
C[C@@H]1CN([C@@H](C)CO)C(=O)Cc2cc(NC(=O)Nc3ccccc3)ccc2O[C@@H]1CN(C)CC1CCCCC1 | 1.0
COC(=O)C[C@H]1CC[C@H]2[C@@H](COc3ccc(NS(=O)(=O)c4ccccc4F)cc3C(=O)N2C)O1 | 1.1
C[C@@H]1CCCCO[C@H](CN(C)C(=O)c2ccccc2)[C@H](C)CN([C@H](C)CO)C(=O)c2cc(N(C)C)ccc2O1 | -34
O=C(C1CC1)N1CC(=O)N2[C@H](CO)[C@@H](c3ccc(C#CCc4ccccc4)cc3)[C@H]2C1 | 0.0
CN(C)C(=O)[C@H]1[C@H](CO)[C@H]2Cn3c(ccc(/C=C/c4ccccc4)c3=O)[C@H]2N1C(=O)c1cccnc1 | 1.3
CN(C)C(=O)C[C@@H]1CC[C@H](NS(=O)(=O)c2ccccc2)[C@H](CO)O1 | -3.7
CCOC(=O)c1cc2c(c(-c3cccc(C#CCN(C)C)c3)n1)[C@@H](CCO)N(S(=O)C(C)(C)C)C2 (some centres undefined) | 0.8
CS(=O)(=O)N1[C@@H]2c3ccc(-c4cccc(F)c4)c(=O)n3C[C@H]1[C@H](CO)[C@H]2C(=O)N1CCOCC1 | 0.8
COc1ccc(NC(=O)N(C)C[C@@H]2Oc3ncc(C#CC(C)(C)O)cc3C(=O)N([C@H](C)CO)C[C@@H]2C)cc1 | 0.2
C[C@@H]1CN([C@@H](C)CO)C(=O)c2cc(C#Cc3ccc(F)cc3)cnc2O[C@H]1CN(C)C(=O)Nc1ccc(F)cc1 | -0.5
CC(C)NC(=O)N(C)C[C@@H]1Oc2cc(C#Cc3ccc(F)cc3)ccc2S(=O)(=O)N([C@H](C)CO)C[C@@H]1C | 1.2
CO[C@@H]1CN(C)C(=O)c2ccc(NC(=O)C3CCC3)cc2OC[C@H](C)N(Cc2ccccn2)C[C@H]1C | 0.0
OC[C@H]1[C@@H](c2ccc(C3=CCCC3)cc2)[C@@H]2CN(CCC(F)(F)F)CCCCN12 | -2.8
Cc1noc(C)c1S(=O)(=O)Nc1ccc2c(c1)C(=O)N([C@H](C)CO)C[C@H](C)[C@@H](CN(C)Cc1ccccc1)OCCCC[C@H](C)O2 | 0.1
COc1ccc(S(=O)(=O)Nc2cccc3c2O[C@@H](CN(C)Cc2ccc(Oc4ccccc4)cc2)[C@@H](C)CN([C@H](C)CO)C3=O)cc1 | 0.5
C[C@H](CO)N1C[C@H](C)[C@@H](CN(C)C(=O)Nc2ccc(F)cc2)OCCCC[C@H](C)Oc2ccc(NC(=O)CCCN(C)C)cc2C1=O | 1.9
C[C@H]1CN([C@@H](C)CO)C(=O)Cc2cc(NC(=O)Nc3cccc4ccccc34)ccc2O[C@@H]1CN(C)C(=O)Nc1cccc2ccccc12 | 0.2
Cc1noc(C)c1NC(=O)N(C)C[C@@H]1Oc2c(NC(=O)C3CCCCC3)cccc2C(=O)N([C@@H](C)CO)C[C@@H]1C | -1.5
C[C@H]1CCCCO[C@H](CN(C)C)[C@@H](C)CN([C@@H](C)CO)C(=O)c2cc(NC(=O)c3ccccc3)ccc2O1 | -4.7
CCC(=O)N1C[C@H](C)[C@@H](OC)CN(C)C(=O)c2ccc(NC(=O)Nc3cccc(F)c3)cc2OC[C@@H]1C | 0.8
CN(C)C(=O)C[C@H]1C[C@@H]2c3cc(NS(=O)(=O)c4ccccc4)ccc3O[C@@H]2[C@@H](CO)O1 | 0.2
COc1ccc(CN(C)C[C@@H]2OCCCC[C@H](C)Oc3ccc(NS(=O)(=O)c4ccc(C)cc4)cc3C(=O)N([C@H](C)CO)C[C@H]2C)cc1 | 0.1
CN(C)C(=O)c1cccc(-c2ccc([C@@H]3[C@H]4CN(C(=O)CC5CC5)CC(=O)N4[C@H]3CO)cc2)c1 | 0.3
COCC(=O)N(C)C[C@H]1[C@@H](c2ccc(-c3cccnc3)cc2)[C@H](CO)N1C(C)=O | -1.2
C[C@H]1CN([C@@H](C)CO)C(=O)c2cc(NS(=O)(=O)c3cccs3)ccc2O[C@@H]1CN(C)S(=O)(=O)c1ccc(Cl)cc1 | -1.9
O=C(C[C@H]1C=C[C@H](NC(=O)c2ccc3c(c2)OCO3)[C@H](CO)O1)NC1Cc2ccccc2C1 | 0.4
NC(=O)NCC#Cc1ccc2c(c1)[C@]1(C(=O)N2)[C@H](C(=O)O)[C@H]2C(=O)O[C@H](c3ccccc3)[C@H](c3ccccc3)N2[C@@H]1c1ccc(OCCO)cc1 | -0.3
C[C@H]1CN([C@@H](C)CO)C(=O)c2cccc(NC(=O)c3cnccn3)c2O[C@@H]1CN(C)Cc1ccc(Cl)c(Cl)c1 | -1.0
C/C=C/c1ccc([C@H]2[C@@H](CO)N(S(=O)(=O)CC)[C@H]2CN(C)C(=O)CC)cc1 | 0.1
C[C@H]1CN([C@@H](C)CO)C(=O)CCCn2nncc2CO[C@H]1CN(C)S(=O)(=O)c1ccccc1C#N | -0.2
Cc1ccc(S(=O)(=O)Nc2ccc3c(c2)C(=O)N([C@H](C)CO)C[C@H](C)[C@@H](CN(C)C)OCCCC[C@@H](C)O3)cc1 | -1.2
CCC(=O)Nc1ccc2c(c1)C(=O)N(C)C[C@@H](OC)[C@@H](C)CN(C(=O)CC)[C@H](C)CO2 | 2.6
O=C(NCC[C@@H]1CC[C@@H](NC(=O)C2CCC2)[C@@H](CO)O1)c1cnccn1 | -4.6
CN(C)CC(=O)Nc1ccc2c(c1)[C@H]1C[C@H](CC(=O)NCCc3ccccc3)O[C@@H](CO)[C@H]1O2 | 0.9
O=C(c1ccccn1)N1C[C@@H]2[C@H](c3ccccc31)[C@H](CO)N2C(=O)C1CCCC1 | 0.7
O=C(NC1CCCC1)N1CC2(C1)[C@H](c1ccccc1)[C@H](CO)N2CC1CCCC1 | -1.3
CCCNC(=O)N1CC2(C1)[C@@H](c1ccccc1)[C@@H](CO)N2C(=O)c1ccncc1 | 0.0
Cc1ccc(S(=O)(=O)Nc2ccc3c(c2)C(=O)N([C@H](C)CO)C[C@H](C)[C@H](CN(C)C(=O)NC2CCCCC2)O3)cc1 | 1.0
CN1CCN(C(=O)C[C@@H]2CC[C@@H]3[C@H](COc4ccc(NC(=O)C5CCOCC5)cc4C(=O)N3C)O2)CC1 | -1.3
N#Cc1cccc(-c2ccc(C3[C@@H]4CN(C(=O)C5CCC5)C[C@H]3N4)cc2)c1 (some centres undefined) | -1.0&0.2
C[C@@H]1CN([C@H](C)CO)C(=O)c2cc(NC(=O)Nc3ccc(C(F)(F)F)cc3)ccc2O[C@@H](C)CCCCO[C@@H]1CN(C)S(=O)(=O)c1cccs1 | 0.0
C[C@@H]1CCCCO[C@@H](CN(C)Cc2ccc3c(c2)OCO3)[C@H](C)CN([C@@H](C)CO)C(=O)c2cc(NC(=O)Nc3ccc(C(F)(F)F)cc3)ccc2O1 | 0.6
C/C=C/c1ccc([C@H]2[C@H]3CN(C(=O)Nc4ccc(OC)cc4)CC(=O)N3[C@H]2CO)cc1 | 1.6
C[C@H](CO)N1C[C@H](C)[C@H](CN(C)Cc2ccccc2)OCCCC[C@H](C)Oc2ccc(NS(=O)(=O)c3cccs3)cc2C1=O | -0.2
C[C@@H]1CCCCO[C@@H](CN(C)S(=O)(=O)c2ccc(Cl)cc2)[C@H](C)CN([C@@H](C)CO)C(=O)c2cc(NS(=O)(=O)c3ccccc3)ccc2O1 | 0.2

Copied from the list.
COc1ccc(NC(=O)N(C)C[C@@H]2Oc3ncc(C#CC(C)(C)O)cc3C(=O)N([C@H](C)CO)C[C@@H]2C)cc1 – TcdB inh = 0.2
CCS(=O)(=O)Nc1ccc2c(c1)C(=O)N(C)C[C@@H](OC)[C@@H](C)CN(C)[C@H](C)CO2 – TcdB inh = -1.9
CC(C)NC(=O)N(C)C[C@@H]1Oc2cc(C#Cc3ccc(F)cc3)ccc2S(=O)(=O)N([C@H](C)CO)C[C@@H]1C – TcdB inh = 1.2
Cc1noc(C)c1NC(=O)N(C)C[C@@H]1Oc2c(NC(=O)C3CCCCC3)cccc2C(=O)N([C@@H](C)CO)C[C@@H]1C – TcdB inh = -1.5
N#Cc1cccc(-c2ccc(C3[C@@H]4CN(C(=O)C5CCC5)C[C@H]3N4)cc2)c1 (some centres undefined) – TcdB inh = -1.0&0.2
O=C(NC1CCCC1)N1CC2(C1)[C@H](c1ccccc1)[C@H](CO)N2CC1CCCC1 – TcdB inh = -1.3
C[C@H]1CN([C@@H](C)CO)C(=O)Cc2cc(NC(=O)Nc3cccc4ccccc34)ccc2O[C@@H]1CN(C)C(=O)Nc1cccc2ccccc12 – TcdB inh = 0.2

Further compounds:
smiles | TcdB inh
C[C@@H]1CN([C@H](C)CO)C(=O)c2cc(-c3ccc(C#N)cc3)cnc2O[C@@H]1CN(C)CC1CCCC1 | 1.0
COc1ccc2c3c([nH]c2c1)[C@H](CO)N(C(=O)NC(C)C)CC31CN(C(=O)c2cnccn2)C1 | 0.1
C[C@H]1CN([C@@H](C)CO)S(=O)(=O)c2ccc(-c3cccc(C(=O)N(C)C)c3)cc2O[C@H]1CN(C)C(=O)Nc1ccccc1 | 0.3
CC(C)(O)C#Cc1cccc(-c2nc(C(=O)N[C@@H]3CCN(Cc4ccccc4)C3)cc3c2[C@H](CCO)N(S(=O)C(C)(C)C)C3)c1 (some centres undefined) | -0.9
N#C[C@H]1[C@H](c2ccc(-c3cccnc3)cc2)[C@@H](CO)N1C(=O)C1CCOCC1 | 0.0
O=C(C[C@@H]1CC[C@H](NC(=O)c2ccc3c(c2)OCO3)[C@H](CO)O1)NC1Cc2ccccc2C1 | -0.2
C[C@@H]1CN([C@@H](C)CO)S(=O)(=O)c2ccc(C#CCC3CCCC3)cc2O[C@H]1CN(C)C(=O)CC1CC1 | 0.2
C[C@@H]1CN([C@H](C)CO)C(=O)Cc2cc(NC(=O)C3CCCCC3)ccc2O[C@@H]1CN(C)Cc1ccc(-c2ccccc2)cc1 | -1.1
CCCNC(=O)N[C@H]1C=C[C@H](CC(=O)NCCc2ccccc2)O[C@@H]1CO | -0.2
COCC(=O)Nc1ccc2c(c1)OC[C@H](C)NC[C@H](C)[C@H](OC)CN(C)C2=O | 0.4
COCC#Cc1ccc([C@@H]2[C@@H](CO)N3C(=O)CN(C(=O)Nc4ccccc4F)C[C@@H]23)cc1 | 0.1
COc1ccc(S(=O)(=O)N(C)C[C@@H]2Oc3ccc(N(C)C)cc3CC(=O)N([C@H](C)CO)C[C@@H]2C)cc1 | -9.1
CC=Cc1ccc2n(c1=O)C[C@H]1[C@H](CO)[C@@H](C(=O)NCCc3ccncc3)[C@@H]2N1CCc1ccccc1 (mixture of isomers) | 0.0
C[C@H]1CN([C@@H](C)CO)C(=O)c2cc(NS(=O)(=O)c3cccs3)ccc2O[C@H]1CN(C)C(=O)Nc1ccccc1 | 0.8
CC(C)NC(=O)N(C)C[C@@H]1Oc2c(NC(=O)c3ccncc3)cccc2C(=O)N([C@@H](C)CO)C[C@@H]1C | -0.2

Shown as labelled records: part of the list above.
CN(C)C(=O)C[C@@H]1CC[C@@H]2[C@@H](COc3ccc(NC(=O)C4CC4)cc3C(=O)N2C)O1
  TcdB inh = 0.0
O=C(c1ccccn1)N1C[C@@H]2[C@H](c3ccccc31)[C@H](CO)N2C(=O)C1CCCC1
  TcdB inh = 0.7
CC(C)NC(=O)N(C)C[C@@H]1Oc2c(NC(=O)c3ccncc3)cccc2C(=O)N([C@@H](C)CO)C[C@@H]1C
  TcdB inh = -0.2
O=C(C[C@@H]1CC[C@H](NC(=O)c2ccc3c(c2)OCO3)[C@H](CO)O1)NC1Cc2ccccc2C1
  TcdB inh = -0.2

Next part.
smiles | TcdB inh
CN1C(=O)c2cc(NC(=O)c3ccccc3)ccc2OC[C@H]2O[C@@H](CC(=O)NC3CCCC3)CC[C@@H]21 | 1.3
C[C@@H]1CCCCO[C@@H](CN(C)C)[C@H](C)CN([C@H](C)CO)C(=O)c2cc(NC(=O)CCC(F)(F)F)ccc2O1 | 0.4
CCCNC(=O)[C@@H]1c2ccccc2C(=O)N(CC23CC4CC(CC(C4)C2)C3)[C@H]1c1ccc(CO)cc1 | 0.6
CCC(=O)N(C)C[C@H]1Oc2cc(C#CC(C)(C)O)ccc2S(=O)(=O)N([C@H](C)CO)C[C@H]1C | -0.1
O=C(C1CCOCC1)N1CC(=O)N2[C@@H](CO)[C@H](c3ccc(C4=CCCC4)cc3)[C@@H]2C1 | -2.6

Screens deposited in PubChem BioAssay by Broad Institute.
